Screening results: PubChem, Johns Hopkins Ion Channel Center
CHT PAM: CHT positive allosteric modulators, primary screen, cell-based, membrane potential dye, choline EC20 | High affinity choline transporter 1 (Homo sapiens), Q9GZV3 | CHT-expressing cells; stronger effect = higher value; LV-AA mutant CHT in HEK293 cells | B-score at 10 µM | actives 0.49% (n = 310,000) | AID 488977, 2010;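 active means initial fluorescence not abnormally high and integrated response B-score, plate-corrected, over 3 SD above library mean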
Target sequence (Q9GZV3 whole entry, looked up): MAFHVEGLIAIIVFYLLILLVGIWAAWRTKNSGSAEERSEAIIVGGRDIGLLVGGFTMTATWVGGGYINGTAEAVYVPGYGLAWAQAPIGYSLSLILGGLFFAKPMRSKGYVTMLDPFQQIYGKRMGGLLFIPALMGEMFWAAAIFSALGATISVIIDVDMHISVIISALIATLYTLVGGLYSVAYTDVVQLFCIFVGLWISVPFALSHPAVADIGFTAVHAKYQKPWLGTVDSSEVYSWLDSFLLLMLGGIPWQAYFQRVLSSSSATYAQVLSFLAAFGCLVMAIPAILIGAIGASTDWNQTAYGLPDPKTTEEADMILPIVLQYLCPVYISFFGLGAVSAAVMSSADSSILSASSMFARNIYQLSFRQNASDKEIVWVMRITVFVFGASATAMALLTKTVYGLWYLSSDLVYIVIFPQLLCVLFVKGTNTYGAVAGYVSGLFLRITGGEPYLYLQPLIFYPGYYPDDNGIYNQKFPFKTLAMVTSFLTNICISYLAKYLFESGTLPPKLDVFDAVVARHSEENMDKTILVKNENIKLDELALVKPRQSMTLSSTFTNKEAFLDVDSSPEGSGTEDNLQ
CHT block: inhibitors of human choline transporter CHT | B-score at 10 µM | actives 0.86% (n = 310,000) | CHT-expressing cells, membrane potential dye, choline response; stronger effect = lower value;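 active means B-score over 3 SD under the library average, and starting fluorescence ratio not unusually high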;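 further: choline stimulus applied at its EC90 after an EC20 pre-addition; B-score computed on integrated fluorescence ratio after choline addition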
Starred values were filed as active, the others as inactive.

What do the screens show for `COC(=O)C(NC(=O)c1ccco1)(Nc1ccc(Br)cn1)C(F)(F)F` (centres undefined)?
CHT PAM: inactive; CHT block: inactive

What do the screens show for `CCOC(=O)Cc1csc(NC(=O)c2ccc(Cl)nc2)n1`?
CHT PAM: inactive; CHT block: inactive

What do the screens show for `CCc1c(C)nc2cc(-c3ccc(OC)c(OC)c3)nn2c1NCC1CC1`?
CHT PAM: inactive; CHT block: inactive

What do the screens show for `CCCOc1ccc(/C=C2\SC(N)=NC2=O)cc1OC`?
CHT PAM: inactive; CHT block: inactive

How did COc1cc(Cl)c(C)cc1NC(=O)COC(=O)C1=COCCO1 do in these assays?
CHT PAM: inactive; CHT block: inactive

What do the screens show for `CC(C)Oc1ccc(C(=O)NCCCNC(=O)c2ccccn2)cc1`?
CHT PAM: inactive; CHT block: inactive

How did CCOC(=O)NNC(=O)CCn1c2c(c3ccccc31)CCCC2 do in these assays?
CHT PAM: inactive; CHT block: inactive

What do the screens show for `O=C(NCc1ccccc1)C1CC(=O)N(C2CCCCCC2)C1` (centres undefined)?
CHT PAM: inactive; CHT block: inactive

How did Cn1c(N)c(C(=O)CCl)c(=O)n(C)c1=O do in these assays?
CHT PAM: inactive; CHT block: inactive

How did CCc1nnc(NC(=O)CN2CCN(c3nc(-c4ccccc4)cs3)CC2)s1 do in these assays?
CHT PAM: inactive; CHT block: inactive

How did O=C(CSc1nnc(-c2ccc(Br)cc2)n1CCc1ccccc1)NC1CCS(=O)(=O)C1 (centres undefined) do in these assays?
CHT PAM: inactive; CHT block: inactive

Results for NC(=O)CN1CCN(C(=O)Nc2ccccc2)CC1 ?
CHT PAM: inactive; CHT block: inactive

Results for Cc1ccc(CN2[C@@H](c3ccccc3)COCCS2(=O)=O)cc1 ?
CHT PAM: inactive; CHT block: inactive

What do the screens show for `COCCN(Cc1ccc(C)c(Br)c1)C(=O)Cn1cnc(S(=O)(=O)N2CCCC2)c1`?
CHT PAM: inactive; CHT block: inactive

Results for O=Nc1c2nc3ccccc3n(O)c-2c2ccccc12 ?
CHT PAM: inactive; CHT block: inactive

What do the screens show for `O=C(C1CCCCC1)N1CC(=O)N2CCc3ccccc3C2C1` (centres undefined)?
CHT PAM: inactive; CHT block: inactive

Results for O=C(NCC(c1ccco1)N1CCN(c2ccccc2)CC1)C(=O)NC1CCCC1 (centres undefined) ?
CHT PAM: inactive; CHT block: inactive

How did COc1ccc(NS(=O)(=O)c2cccc3nsnc23)cc1OC do in these assays?
CHT PAM: inactive; CHT block: inactive

How did COc1ccc(-c2[nH]ncc2CNCC(C)(C)N2CCOCC2)cc1F do in these assays?
CHT PAM: inactive; CHT block: inactive

Results for Cc1ccc2c(c1)N(CCC(=O)NC1CCCCC1)C(=O)CO2 ?
CHT PAM: inactive; CHT block: inactive

In the list so far, these have a Cl atom:
What do the screens show for `CCOC(=O)Cc1csc(NC(=O)c2ccc(Cl)nc2)n1`?
CHT PAM: inactive; CHT block: inactive

How did COc1cc(Cl)c(C)cc1NC(=O)COC(=O)C1=COCCO1 do in these assays?
CHT PAM: inactive; CHT block: inactive

How did Cn1c(N)c(C(=O)CCl)c(=O)n(C)c1=O do in these assays?
CHT PAM: inactive; CHT block: inactive

The listing continues.
Results for O=C(/C=C/c1ccc(Cl)cc1)NC(=S)Nc1ccc(C(=O)O)cc1 ?
CHT PAM: inactive; CHT block: inactive

Results for CN(CC(=O)NNC(=O)CNC(=O)c1cccs1)S(=O)(=O)c1ccc(Cl)cc1 ?
CHT PAM: inactive; CHT block: inactive

What do the screens show for `COc1ccc(Nc2cc(C(=O)NC3CCCC3)c3ccccc3n2)c(OC)c1`?
CHT PAM: inactive; CHT block: inactive

Results for CC(C)c1ccc(NC(=O)c2ccccc2NC(=O)C2CC=CCC2C(=O)O)cc1 (centres undefined) ?
CHT PAM: inactive; CHT block: inactive

Results for Cc1ccc(-c2csc3nnc(SCc4csc(C)n4)n23)cc1 ?
CHT PAM: inactive; CHT block: inactive

How did CN(C)c1ccc(C(=O)c2ccccc2)cc1 do in these assays?
CHT PAM: inactive; CHT block: inactive

How did Cc1c(C)n2c(SCC(=O)NC3CCCCC3)nnc2[nH]c1=O do in these assays?
CHT PAM: inactive; CHT block: inactive

How did CC(C)CC1NC(=O)N(CC(=O)N2CCCc3ccccc32)C1=O (centres undefined) do in these assays?
CHT PAM: inactive; CHT block: inactive

How did Cc1ccccc1-c1nn(-c2ccc(F)cc2F)cc1CNCC(C)O (centres undefined) do in these assays?
CHT PAM: inactive; CHT block: inactive

What do the screens show for `OCC1(Cc2ccccc2Cl)CCN(C/C=C/c2ccccc2)CC1`?
CHT PAM: inactive; CHT block: inactive

Results for O=C(Nc1nc2ccsc2c(=O)s1)c1ccc(Cl)cc1 ?
CHT PAM: inactive; CHT block: inactive

What do the screens show for `CCOC(=O)N1CCN(S(=O)(=O)c2ccc(OCC(=O)OC)c(Cl)c2)CC1`?
CHT PAM: inactive; CHT block: inactive

How did O=c1[nH]c2ccc(S(=O)(=O)N3CCN(C4CCCCC4)CC3)cc2[nH]c1=O do in these assays?
CHT PAM: inactive; CHT block: inactive

How did Cc1ccc(C(=O)Nc2c[nH]c(=O)[nH]c2=O)cc1 do in these assays?
CHT PAM: inactive; CHT block: inactive

How did CC(NC(=O)c1ccccc1NC(=O)c1ccco1)C(=O)O (centres undefined) do in these assays?
CHT PAM: inactive; CHT block: inactive

What do the screens show for `COc1ccc(CNC(=O)CCCn2ccc3cc(S(=O)(=O)N4CCCC4)ccc32)cc1`?
CHT PAM: inactive; CHT block: inactive

What do the screens show for `COc1ccccc1CNc1ncccn1`?
CHT PAM: inactive; CHT block: inactive

How did Cc1ccc(CCNC(=O)CN(C)S(=O)(=O)c2ccc3c(c2)n(C)c(=O)c(=O)n3C)cc1 do in these assays?
CHT PAM: inactive; CHT block: inactive

Results for Fc1ccc(NC(=S)N2CCOCC2)c(F)c1 ?
CHT PAM: inactive; CHT block: inactive

What do the screens show for `COCCN(C(=O)CNC(=O)c1cccs1)C(C(=O)NC1CCCCC1)c1ccco1` (centres undefined)?
CHT PAM: inactive; CHT block: inactive

What do the screens show for `CCOC(=O)C1(C)C=C(Nc2ccc(OC)cc2)C(=O)N1c1ccc(OC)cc1` (centres undefined)?
CHT PAM: inactive; CHT block: inactive

How did COCCCNC(=O)CSc1ccsc1[N+](=O)[O-] do in these assays?
CHT PAM: inactive; CHT block: inactive

Results for COC(C/C=C/[C@@H](O)COCc1ccccc1)OC ?
CHT PAM: inactive; CHT block: inactive

Results for Cc1ccc(CN2CCNC(=O)C2CC(=O)N(C)C2CCCCC2)o1 (centres undefined) ?
CHT PAM: inactive; CHT block: inactive

How did Cn1c(=O)oc2cc(S(=O)(=O)NCCC(=O)Nc3ccc4c(c3)OCCO4)ccc21 do in these assays?
CHT PAM: inactive; CHT block: inactive

How did NC(=O)c1c(NC(=O)Cc2cccs2)sc2c1CCC2 do in these assays?
CHT PAM: inactive; CHT block: inactive

How did CCCn1nc(C(=O)NNC(=O)CCCOc2ccc(C)cc2)c2ccccc2c1=O do in these assays?
CHT PAM: inactive; CHT block: inactive

How did Cc1cccc(Nc2nnc(SCC(=O)Nc3cccc(S(=O)(=O)N4CCCCC4)c3)s2)c1 do in these assays?
CHT PAM: inactive; CHT block: inactive

How did CC1=NNC(=O)C1C(c1ccc(F)cc1)C(C#N)C#N (centres undefined) do in these assays?
CHT PAM: inactive; CHT block: inactive

How did O=C(CSc1nnc(-c2ccc(Cl)s2)o1)N1CCc2ccccc21 do in these assays?
CHT PAM: inactive; CHT block: inactive

What do the screens show for `c1ccc(CCc2ccccc2-c2nc(-c3ccccn3)no2)cc1`?
CHT PAM: inactive; CHT block: inactive

What do the screens show for `COc1ccc(NC(=O)CN(C)S(=O)(=O)c2cnc[nH]2)cc1OC`?
CHT PAM: inactive; CHT block: inactive

Results for COc1ccc(OC)c(NC(=O)CCCC(=O)NC2CCCCC2)c1 ?
CHT PAM: inactive; CHT block: inactive

Results for COc1ccc(CCNC(C)C(=O)Nc2ccc(S(N)(=O)=O)cc2)cc1 (centres undefined) ?
CHT PAM: inactive; CHT block: inactive

Results for COc1nnc(-c2ccc(N3CCOCC3)c(NC(=O)c3ccco3)c2)c2ccccc12 ?
CHT PAM: inactive; CHT block: inactive

What do the screens show for `Cc1ccc(S(=O)(=O)N2CCC(C(=O)N[C@H](C(=O)NCc3ccco3)C(C)C)CC2)cc1`?
CHT PAM: inactive; CHT block: inactive

Results for Cc1ccc(/C(O)=C2\C(=O)C(=O)N(C)C2c2ccc(F)cc2)cc1 (centres undefined) ?
CHT PAM: inactive; CHT block: inactive

How did COc1cc2cc(C(=O)N3CCN(Cc4ccc5c(c4)OCO5)CC3)[nH]c2cc1OC do in these assays?
CHT PAM: inactive; CHT block: inactive

Results for Nc1nonc1-n1nnc(C(=O)N/N=C/c2c(Cl)cccc2Cl)c1CN1CCOCC1 ?
CHT PAM: inactive; CHT block: inactive

What do the screens show for `Cc1cc(C)n(-c2ccc(C(=O)OCC(=O)NCc3ccco3)cc2)n1`?
CHT PAM: inactive; CHT block: inactive

What do the screens show for `Cc1nc2ccccc2cc1C(=O)NCc1ccco1`?
CHT PAM: inactive; CHT block: inactive

What do the screens show for `CCCCCCCCCOC(=O)C[n+]1csc(CCO)c1C`?
CHT PAM: inactive; CHT block: inactive

What do the screens show for `COC(=O)COc1ccc(C2NC(=O)NC(C)=C2C(=O)NCc2ccccc2)cc1OC` (centres undefined)?
CHT PAM: inactive; CHT block: inactive

How did Cc1ccccc1NC(=O)Cc1nnc(SCC(=O)NC2=NCCS2)n1C do in these assays?
CHT PAM: inactive; CHT block: inactive

Results for O=C(c1ccncc1)N1N=C(c2ccc(Cl)cc2)CC1c1ccccc1O (centres undefined) ?
CHT PAM: inactive; CHT block: inactive

Results for Cc1nc([N+](=O)[O-])cn1CC(=O)Nc1ccc2c(c1)OCO2 ?
CHT PAM: inactive; CHT block: inactive

Results for O=C(NCc1nc2ccccc2[nH]1)C1=C[C@H](c2coc3ccccc3c2=O)C[C@H](OCCCCO)O1 ?
CHT PAM: inactive; CHT block: inactive

Results for CN(C)C(=O)c1cc(C(=O)c2ccccc2Cl)c[nH]1 ?
CHT PAM: inactive; CHT block: inactive

What do the screens show for `O=C(c1cc(O)c(O)c([N+](=O)[O-])c1)c1ccccc1F`?
CHT PAM: inactive; CHT block: inactive

What do the screens show for `COc1ccc(CNC(=O)C2CCNCC2)cc1`?
CHT PAM: inactive; CHT block: inactive

Results for COc1ccc(Cl)cc1N(C(C)C(=O)O)S(C)(=O)=O (centres undefined) ?
CHT PAM: inactive; CHT block: inactive

How did CCCC(=O)Oc1ccc(-c2nccc(C(OC)OC)n2)cc1 do in these assays?
CHT PAM: inactive; CHT block: inactive

Results for CN(C)CCNC(=O)c1sc2nc(-c3ccccc3)cc(C(F)(F)F)c2c1N ?
CHT PAM: inactive; CHT block: inactive

What do the screens show for `COc1ccc(CN(Cc2cccn2C)S(=O)(=O)c2ccc(F)cc2)cc1`?
CHT PAM: inactive; CHT block: inactive

How did NC(=O)c1cccc(CS(=O)(=O)c2ccc(Cl)cc2)c1 do in these assays?
CHT PAM: inactive; CHT block: inactive

How did CCCN(CCC)CCCNC(=S)Nc1ccc2nc(N3CCCC3)cc(C)c2c1 do in these assays?
CHT PAM: inactive; CHT block: -9.51*

How did CCc1ccccc1NCc1cc(=O)oc2cc(C)ccc12 do in these assays?
CHT PAM: inactive; CHT block: inactive

How did COc1cc(C(=O)NCCSc2ccc(Cl)cc2)cc(OC)c1OC do in these assays?
CHT PAM: inactive; CHT block: inactive

What do the screens show for `O=C(CN1CCC(n2nnc3cc(C(F)(F)F)ccc32)CC1)Nc1ccc2c(c1)OCCO2`?
CHT PAM: inactive; CHT block: inactive

How did Cc1c(C(=O)N(C)C)sc2nc(-c3ccccn3)[nH]c(=O)c12 do in these assays?
CHT PAM: inactive; CHT block: inactive

Pulled one by one from the list above:
How did CCCC(=O)Oc1ccc(-c2nccc(C(OC)OC)n2)cc1 do in these assays?
CHT PAM: inactive; CHT block: inactive

How did CCc1ccccc1NCc1cc(=O)oc2cc(C)ccc12 do in these assays?
CHT PAM: inactive; CHT block: inactive

Returning to the listing, starting two compounds before the break.
What do the screens show for `O=C(CN1CCC(n2nnc3cc(C(F)(F)F)ccc32)CC1)Nc1ccc2c(c1)OCCO2`?
CHT PAM: inactive; CHT block: inactive

How did Cc1c(C(=O)N(C)C)sc2nc(-c3ccccn3)[nH]c(=O)c12 do in these assays?
CHT PAM: inactive; CHT block: inactive

Results for CC1CCN(C(=O)CCNC(=O)c2ccccc2)CC1 ?
CHT PAM: inactive; CHT block: inactive

How did CCOC(=O)C1=C2SCC(=O)N2C(N)=C(C#N)C1 do in these assays?
CHT PAM: inactive; CHT block: inactive

What do the screens show for `Cc1c(CN2CC[C@@H](N3CCN(c4ccccn4)CC3)[C@H](O)C2)[nH]c2ccc(F)cc12`?
CHT PAM: inactive; CHT block: inactive

Results for O=C(CSc1ccccn1)N1CCN(S(=O)(=O)c2ccc(Cl)cc2)CC1 ?
CHT PAM: inactive; CHT block: inactive

Results for CCc1nc(Sc2nc(C)cc(C)n2)c2oc3ccccc3c2n1 ?
CHT PAM: inactive; CHT block: inactive

What do the screens show for `Cc1ccc(Cn2nnc3c(=O)[nH]c(C4CCCN(C(=O)Nc5ccc(F)cc5F)C4)nc32)cc1` (centres undefined)?
CHT PAM: inactive; CHT block: inactive

What do the screens show for `CCOC(=O)c1c(C)[nH]c(N=Nc2ccc(C)cc2C)c1C`?
CHT PAM: inactive; CHT block: inactive

What do the screens show for `COC(=O)c1ccc(NS(=O)(=O)c2ccc3c(c2)oc(=O)n3C)cc1`?
CHT PAM: inactive; CHT block: inactive

What do the screens show for `O=C(NC(=S)NCc1ccco1)c1cccc(Cl)c1`?
CHT PAM: inactive; CHT block: inactive
